# Assay outcomes as filed in PubChem.
# TEAD-YAP block – TEAD-YAP interaction inhibition, primary screen, TEAD-YAP interaction inhibitor project, luminescence, HEK-TIYL cells. inhibition, % at 9.12 µM. hit rate 1.4% among 640,000. TEAD-Gal4/YAP UAS-luciferase luminescence; in the data active = inhibition above about 32%;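 note: 0% = median of test compound wells and 100% = reference inhibitor wells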
# FBW7 activator – FBW7 E3 ligase activators, primary screen, biochemical, AlphaScreen, human | AID 1259310, 2017 | hit rate 0.13% among 650,000 | AlphaScreen FBW7–phospho-cyclin E peptide binding, activator screen | normalized activity (activation), % at 26.1 µM | F-box/WD repeat-containing protein 7 (Homo sapiens), Q969H0; in the data active = normalized activity above about 1.9%;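 note: purified mutant Fbw7 with reduced substrate affinity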
# MITF inh – MITF inhibitors, primary screen, biochemical, AlphaScreen, human; Microphthalmia-associated transcription factor (Homo sapiens), O75030; AlphaScreen MITF homodimerization, bead proximity signal; inhibition, % at 2.6 µM; hit rate 0.91% among 650,000; AID 1259374, 2018; in the data active = inhibition above about 50%;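 note: 0% = vehicle wells with protein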
# Target sequence (O75030 whole entry, looked up): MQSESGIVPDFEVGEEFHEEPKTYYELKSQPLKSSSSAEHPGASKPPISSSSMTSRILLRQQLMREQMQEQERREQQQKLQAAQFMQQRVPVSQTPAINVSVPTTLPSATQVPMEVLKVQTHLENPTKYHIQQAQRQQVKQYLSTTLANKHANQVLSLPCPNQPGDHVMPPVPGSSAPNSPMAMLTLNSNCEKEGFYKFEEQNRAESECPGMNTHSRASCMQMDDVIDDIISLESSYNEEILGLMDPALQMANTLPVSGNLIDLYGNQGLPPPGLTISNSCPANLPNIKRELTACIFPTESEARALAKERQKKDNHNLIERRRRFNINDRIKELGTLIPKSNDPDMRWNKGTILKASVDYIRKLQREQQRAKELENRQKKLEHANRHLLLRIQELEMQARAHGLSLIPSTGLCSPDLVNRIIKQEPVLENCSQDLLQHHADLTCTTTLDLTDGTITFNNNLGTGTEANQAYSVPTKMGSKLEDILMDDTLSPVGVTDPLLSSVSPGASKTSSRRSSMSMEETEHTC
# GPR151 ag – activators of human GPR151, primary screen, cell-based, PathHunter beta-arrestin, luminescence; AID 1508602, 2020; activation, % at 11.2 µM; hit rate 1% among 650,000; PathHunter beta-arrestin GPR151 cells; G-protein coupled receptor 151 (Homo sapiens), Q8TDV0; in the data active = activation above about 4.9%;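 note: 0% = median of compound wells and 100% = cells with positive control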
# Target sequence (Q8TDV0 whole entry, looked up): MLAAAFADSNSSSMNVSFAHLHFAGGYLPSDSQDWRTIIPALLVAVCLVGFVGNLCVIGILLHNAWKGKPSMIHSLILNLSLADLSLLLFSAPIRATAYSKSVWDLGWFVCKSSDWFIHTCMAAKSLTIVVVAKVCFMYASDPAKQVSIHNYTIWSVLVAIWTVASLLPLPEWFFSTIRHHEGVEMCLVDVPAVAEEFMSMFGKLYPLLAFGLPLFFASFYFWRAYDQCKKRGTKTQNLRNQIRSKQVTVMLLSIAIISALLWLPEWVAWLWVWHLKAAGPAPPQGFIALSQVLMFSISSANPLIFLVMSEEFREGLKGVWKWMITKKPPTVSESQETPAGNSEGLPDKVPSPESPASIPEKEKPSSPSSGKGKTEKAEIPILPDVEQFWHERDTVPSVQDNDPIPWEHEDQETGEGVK
# * = called active by the depositor.
# Every second line gives: TEAD-YAP block, FBW7 activator, MITF inh, GPR151 ag
CC(C(=O)NN)C1=NC(C)(C)Cc2ccccc21 (configuration not stated)
→ 2, -0.2, 4, -1.1
Cc1cc(=O)[nH]c(Cc2cc(C)c(Cc3nc(C)cc(=O)[nH]3)cc2C)n1
→ 19, 0.2, 6, -0.6
O=C(Nc1ccc(O)cc1)c1ccc(-c2ccccc2)cc1
→ 20, 0.2, -3, -0.8
Clc1ccc(CN2CCN(Cc3ccc(Cl)cc3)C2c2ccncc2)cc1
→ 6, 0.5, 10, -0.5
CC1(c2cccc(F)c2)C(=O)Nc2ccccc21 (configuration not stated)
→ 7, -0.2, -7, -1.6
CCC(C)(C)NC(=O)C(OC(=O)c1ccco1)c1ccc(OC)cc1 (configuration not stated)
→ -5, 0.1, 12, 1.2
Cc1[nH]c(=O)[nH]c(=O)c1S(=O)(=O)NCCC1=CCCCC1
→ -1, -0.1, -14, -0.8
Cc1ccc(Cl)cc1NC(=O)CN1C(=O)C2CCCN2C(=O)c2ccccc21 (configuration not stated)
→ 23, 0.2, 11, -0.3
O=C(Nc1ccccc1)NC1CCN(CCCN2C(=O)c3ccccc3C2=O)CC1
→ 2, 0.0, -4, 0.1
CN(C(=O)CN1N=C(C(C)(C)C)Cn2c(cc3ccccc32)C1=O)C1CCS(=O)(=O)C1 (configuration not stated)
→ -3, -0.1, 3, 1.5
Clc1ccc(OCc2cccs2)c(CNc2ncn[nH]2)c1
→ 10, 0.2, 11, -0.3
CCOc1ccc(-n2nc(C(=O)NC3CCCCC3)c3ccccc3c2=O)cc1
→ -9, -0.1, 7, -1.4
CC1Cc2ccccc2N1C(=O)c1cc2cc([N+](=O)[O-])ccc2oc1=O (configuration not stated)
→ 3, -0.1, 10, -1.9
c1ccc(Cc2nnc3n2CCN(Cc2nc(-c4ccccc4)cs2)CC3)cc1
→ -1, 0.1, 7, 0.1
CCn1cc(CN2CCC(Oc3cccc(C(=O)NCc4ccccn4)c3)CC2)c(C)n1
→ 7, 0.1, 6, -0.6
COc1ccc(N2C(=O)Nc3ccccc3N2O)cc1
→ -10, -0.1, 2, -0.2
CC(=O)c1ccc2c(c1)C1C=CCC1C(C(=O)O)N2 (configuration not stated)
→ 5, -0.3, 79*, -1.9
Cc1cc(C)nc(SC(C#N)c2ccccc2)n1 (configuration not stated)
→ -1, 0.2, 5, -2.3
COc1ccc(C(=O)c2ccc(Br)cc2)cc1C
→ -6, 0.0, -8, -1.0
O=C1N/C(=C/c2ccc(C(F)(F)F)cc2)C(=O)N1c1ccccc1
→ 2, 0.0, -4, 0.4
CCOCCn1cnc2sc(C(=O)NC3CCCCCC3)c(C)c2c1=O
→ -5, -0.1, -5, -0.1
CCOc1cccc(/C=N/NC(=S)NCCN2CCOCC2)c1O
→ 5, -1.2, 63*, 0.2
N#CC1=C(N)Oc2cc(N)ccc2C1c1ccc(F)cc1 (configuration not stated)
→ -1, 0.1, 11, -1.6
COc1cccc(CNC(=O)c2cnn3c(C)c(Cc4ccccc4Cl)c(C)nc23)c1
→ -3, 0.1, -2, 0.2
Cc1ccc(-c2nc3ccccc3s2)cc1NC(=O)COc1ccc([N+](=O)[O-])cc1
→ -1, 0.1, -11, -0.9
Cc1ccc(C)c(C(=O)Nc2ccc3c(c2)N(S(=O)(=O)c2ccc(F)cc2)CCC3)c1
→ -3, 0.0, 6, 0.6
COc1cc(Cl)cc(CN2CCN(Cc3ccc(C)o3)C(CCO)C2)c1OC (configuration not stated)
→ 7, 0.1, -8, 1.2
Cc1ccc(SCCNC(=O)CN(c2cccc([N+](=O)[O-])c2)S(C)(=O)=O)cc1
→ 11, 0.0, 12, -0.3
O=C(Nc1c2c(nn1-c1ccc(F)cc1)CS(=O)(=O)C2)c1cc(Cl)ccc1Cl
→ 12, 0.8, 14, -1.9
COc1ccc2oc(=O)c(-c3csc(Nc4cccc(C)c4)n3)cc2c1
→ -3, -0.2, 8, -1.6
CC(=O)N1CCN(c2ccccc2NC(=O)c2ccccc2C)CC1
→ 1, -0.3, -13, -0.1
Cc1cc(C)n(-c2ccc(NC(=O)C3CCN(Cc4ccccn4)CC3)cc2)n1
→ -8, -0.1, -1, -1.0
O=C(NCc1ccc(F)cc1)C1CCC(=O)N1C1CCCCC1 (configuration not stated)
→ -5, 0.1, -2, -1.1
O=C(CSc1nnnn1-c1cccc2ccccc12)Nc1ccccc1Oc1ccccc1
→ 6, 0.0, 15, 0.1
Cc1ccc(-n2c(SCC(=O)c3ccccc3)nc3sc4c(c3c2=O)CCC4)cc1
→ 5, -0.2, 4, 0.0
O=C1CC(c2ccccc2)CC(O)=C1C=NCCN1CCNCC1 (configuration not stated)
→ 10, 0.1, 4, -0.7
Cn1c(/C=C/c2ccccc2)[n+](C)c2ccccc21
→ 5, 0.0, 4, 0.2
CCN(CC)C(=O)C1CCCN(Cc2ccc(Br)o2)C1 (configuration not stated)
→ 7, 0.8, 17, 0.5
C=CC[C@@H]1CC=C[C@@H](C)N1C(=O)c1ccc(OC2CCN(C(=O)C3CC3)CC2)cc1
→ 5, -0.1, -11, -0.3
CCn1c(SCC(=O)Nc2c(C)cc(C)cc2C)nc2c(c1=O)SCC2
→ 0, 0.4, -5, 1.5
COc1ccc(-c2cccc(C(=O)NCCc3ccc(O)cc3)c2)cc1
→ 0, 0.0, 11, -0.1
O=C(COc1ccc(Cl)cc1Cl)N/N=C/c1cc([N+](=O)[O-])ccc1F
→ 2, 0.0, 8, 1.0
CCN(CC)c1ncnc2c1c(-c1ccccc1)cn2-c1cccc(C(F)(F)F)c1
→ 9, 0.7, 3, -1.5
COC(=O)c1cn(C(=O)c2cccs2)c2ccccc12
→ 8, 0.1, 8, -0.4
O=C(O)CCCCCn1c(SCc2cc(=O)oc3cc(O)ccc23)nc2ccsc2c1=O
→ 1, 0.2, -2, -0.8

# Additional entries follow:
Compound	TEAD-YAP block	FBW7 activator	MITF inh	GPR151 ag
Nc1nc(Cl)cc(Oc2ccc(I)cc2)n1	-1	0.0	4	1.0
CCC1CC2(CCN1c1c(C)cccc1NC(=O)c1ccc(Br)o1)OCCO2 (configuration not stated)	-5	-0.1	20	-0.7
COC(=O)c1ccc(CNCCC2CCC(=O)N2Cc2ccco2)cc1 (configuration not stated)	3	-0.2	-12	0.4
CCOC(=O)c1nc2ccc([N+](=O)[O-])cc2c(=O)[nH]1	-14	-0.1	6	-1.0
O=C(c1cccc(Cl)c1)N1CCN(c2ccccc2[N+](=O)[O-])CC1	11	0.0	-6	-0.7
NC(=O)c1ccc(-c2cccc3c2OC(CNC(=O)c2cnsn2)C3)nc1 (configuration not stated)	4	0.1	-6	-1.7
Cc1ccc2c(c1)N(CC(=O)N(CC(=O)NC1CCCC1)Cc1cccs1)C(=O)CO2	17	0.0	-2	0.1
COc1ccc(-c2csc(NC(=O)COC(=O)c3ccc([N+](=O)[O-])o3)n2)cc1	-41	0.4	6	-5.5

# Complete entries, looked up by structure. Values in the order: TEAD-YAP block, FBW7 activator, MITF inh, GPR151 ag
# COc1ccc(-c2csc(NC(=O)COC(=O)c3ccc([N+](=O)[O-])o3)n2)cc1 in the list: -41, 0.4, 6, -5.5
# CCn1c(SCC(=O)Nc2c(C)cc(C)cc2C)nc2c(c1=O)SCC2 in the list: 0, 0.4, -5, 1.5
# N#CC1=C(N)Oc2cc(N)ccc2C1c1ccc(F)cc1 (configuration not stated) in the list: -1, 0.1, 11, -1.6

# Returning to the listing, repeating the two entries before the break.
Compound	TEAD-YAP block	FBW7 activator	MITF inh	GPR151 ag
Cc1ccc2c(c1)N(CC(=O)N(CC(=O)NC1CCCC1)Cc1cccs1)C(=O)CO2	17	0.0	-2	0.1
COc1ccc(-c2csc(NC(=O)COC(=O)c3ccc([N+](=O)[O-])o3)n2)cc1	-41	0.4	6	-5.5
CNS(=O)(=O)c1ccc(NC(=O)C(CCSC)NC(N)=O)cc1 (configuration not stated)	5	0.1	-8	-1.2
COc1ccc(C2CC(c3ccc(OC)cc3)n3nc(N)nc3N2)cc1 (configuration not stated)	11	0.0	7	-0.6
O=C(NC1(C(=O)O)CCCCC1)c1cccs1	9	0.0	11	-0.2
Cc1cc(-n2c(C)nc3ccccc3c2=O)ccc1NS(=O)(=O)c1ccc(Br)cc1	-1	0.0	-2	-0.1
CC(C)c1ccc(/C=C(\C#N)c2nc3ccccc3c(=O)[nH]2)cc1	7	0.1	2	-1.0
CC1(C)CC(OC(=O)c2ccccc2)CC(C)(C)N1OC(=O)c1ccc(-n2cnnn2)cc1	7	-0.1	-3	1.5
CCc1ccc(-n2c(=S)sc3c(=O)[nH]c(SCC4OCCO4)nc32)cc1	0	0.0	4	0.4
CCOC(=O)c1c(SCc2ccc(Br)cc2)nc(=O)[nH]c1C	6	0.8	18	1.0
CCOC(=O)c1ccc(Nc2nnc3nc(C)cc(C)n23)cc1	-3	0.1	1	2.1
COC(=O)[C@@H]1CCCN1Cc1nc(Nc2ccc3c(c2)OCO3)c2cccc(C)c2n1	16	0.0	14	1.3
COc1ccc(-c2cc(C(=O)NC(C)c3ccccc3)no2)cc1 (configuration not stated)	-2	0.0	12	1.7
CC(C)C[C@@H]1NC(=O)[C@H]2CN(Cc3cnn(-c4ccccc4F)c3)CCN2C1=O	1	0.1	-6	0.8
CC(=O)Nc1ccccc1NC(=O)CC(C)(C)C	-3	0.1	-5	-0.6
O=C(NC(=S)Nc1ccc([N+](=O)[O-])cc1O)c1ccco1	-27	-0.1	18	-1.8
Cc1ccc(Nc2ccc([N+](=O)[O-])cc2)cc1	-32	0.3	5	0.2
Cc1sc(NC(=O)c2ccccc2[N+](=O)[O-])c(C(N)=O)c1C	-11	-0.1	4	-1.8
O=C1c2ccccc2C(=O)c2c1oc1c3c(ccc21)OCN(CC1CCCO1)C3 (configuration not stated)	-10	-0.3	-1	-3.0
CCCN1Cc2cccc(C(=O)NCc3ccc4c(c3)OCO4)c2C1=O	9	-0.1	-8	-1.1
COC1CCN(C(=O)CC2C(=O)NCCN2Cc2ccc(F)cc2Cl)CC1 (configuration not stated)	8	0.1	2	-1.1
Cc1ccc2onc(CNC(=O)Nc3nc4ccccc4s3)c2c1	6	0.5	13	-1.6
O=C(c1cccc(F)c1F)N1CCCCC1	-3	0.0	-9	0.9
O=C(O)c1ccccc1-c1nc2ccccc2c(=O)n1O	10	0.1	1	4.2
CC1CC(C)CN(C(=O)C2CCCN2c2nnc(N3CCCC3=O)s2)C1 (configuration not stated)	-1	-0.1	-1	0.8
CCC(C)C(NC(=O)C(C)NC(=O)OC(C)(C)C)C(N)=O (configuration not stated)	-6	-0.1	-6	0.3
COc1cccc2cc(-c3nnc(NCc4ccccc4)s3)c(=O)oc12	-6	0.1	-2	-1.4
CCc1nc(SCc2cccc(C)c2)c2c(=O)n(C)c(=O)n(C)c2n1	0	0.1	-10	1.1
COC(=O)C1CC(=O)N(Cc2ccccc2)C12CCN(Cc1ccccc1Cl)CC2 (configuration not stated)	0	0.2	-3	-0.9
Cc1c(NC(=O)Nc2ccc(Cl)cc2Cl)sc(=S)n1C	-10	-0.3	-6	-0.9
COc1cccc(OCc2nc(-c3cccc(Br)c3)no2)c1	5	0.0	0	0.7
COc1ccc(/C=C(\C#N)C(=O)NCCCN2CCOCC2)cc1	-3	-0.1	10	-0.9
COc1ccc(C(=O)Oc2ccc(C)nc2)cc1[N+](=O)[O-]	2	-0.1	-6	2.2
Cc1cccc(C2=N/C(=C\c3ccc(C(C)C)cc3)C(=O)O2)c1	-11	0.2	14	-0.9

# Some of the entries above in a different format:
COc1cccc2cc(-c3nnc(NCc4ccccc4)s3)c(=O)oc12
  TEAD-YAP block = -6
  FBW7 activator = 0.1
  MITF inh = -2
  GPR151 ag = -1.4

COC(=O)C1CC(=O)N(Cc2ccccc2)C12CCN(Cc1ccccc1Cl)CC2 (configuration not stated)
  TEAD-YAP block = 0
  FBW7 activator = 0.2
  MITF inh = -3
  GPR151 ag = -0.9

COc1ccc(/C=C(\C#N)C(=O)NCCCN2CCOCC2)cc1
  TEAD-YAP block = -3
  FBW7 activator = -0.1
  MITF inh = 10
  GPR151 ag = -0.9

COc1cccc(OCc2nc(-c3cccc(Br)c3)no2)c1
  TEAD-YAP block = 5
  FBW7 activator = 0.0
  MITF inh = 0
  GPR151 ag = 0.7

# Next part.
Compound	TEAD-YAP block	FBW7 activator	MITF inh	GPR151 ag
CNc1nc(OCC(F)(F)F)nc(N(c2ccccc2)c2ccccc2)n1	5	-0.1	31	1.2
COc1ccc(NC(=O)/C(=C/c2cccc([N+](=O)[O-])c2)NC(=O)c2cccs2)c(OC)c1	4	0.8	0	-0.7
O=C(NCCC1=CCCCC1)c1cccc(F)c1	-40	0.0	-14	0.0
Nc1c(C(=O)Nc2ccccc2Br)sc2nc(-c3ccncc3)ccc12	-6	0.3	-11	-0.5
CCc1nc(NCC(=O)O)c2oc3ccccc3c2n1	-5	0.1	5	-1.3
C=CCNC(=O)/C(C#N)=C/c1ccc(SC)cc1	-6	-0.1	-4	0.0

# Reformatted with each value named: two of the compounds above
> CCOc1cccc(/C=N/NC(=S)NCCN2CCOCC2)c1O
  TEAD-YAP block: 5 | FBW7 activator: -1.2 | MITF inh: 63* | GPR151 ag: 0.2
> N#CC1=C(N)Oc2cc(N)ccc2C1c1ccc(F)cc1 (configuration not stated)
  TEAD-YAP block: -1 | FBW7 activator: 0.1 | MITF inh: 11 | GPR151 ag: -1.6
